Compound activity as filed in PubChem BioAssay.
mcGAS MS inh: inhibitors of Mus musculus cyclic GMP-AMP synthase, initial high-throughput assay, cell-free, RapidFire MS | hit rate 0.18% among 130,000 | Q8C6L5 | inhibition, % at 12.5 µM | recombinant mouse cGAS, cGAMP by RapidFire MS;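 active = inhibition of cGAS enzyme activity at or above 60%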;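 note: enzyme stimulated by 45 bp dsDNA with ATP and GTP substrates; cGAMP share of summed cGAMP plus half ATP and half GTP signals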
Target sequence (Q8C6L5 whole entry, looked up): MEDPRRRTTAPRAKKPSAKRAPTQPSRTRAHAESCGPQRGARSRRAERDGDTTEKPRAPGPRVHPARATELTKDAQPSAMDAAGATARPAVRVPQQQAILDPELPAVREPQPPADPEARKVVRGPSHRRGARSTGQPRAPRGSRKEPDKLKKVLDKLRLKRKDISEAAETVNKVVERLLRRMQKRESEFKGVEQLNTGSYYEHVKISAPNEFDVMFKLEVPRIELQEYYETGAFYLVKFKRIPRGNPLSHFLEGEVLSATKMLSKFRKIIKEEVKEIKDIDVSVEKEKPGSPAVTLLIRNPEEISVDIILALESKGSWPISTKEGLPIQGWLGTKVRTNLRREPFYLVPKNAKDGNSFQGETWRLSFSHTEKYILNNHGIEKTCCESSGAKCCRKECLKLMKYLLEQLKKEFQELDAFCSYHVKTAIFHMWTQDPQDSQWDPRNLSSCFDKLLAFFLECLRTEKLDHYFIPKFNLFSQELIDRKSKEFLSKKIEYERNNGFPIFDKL
* = called active by the depositor; & = joins results of further samples. A portion of the library, so the mix of outcomes need not match the whole.

Start of the listing, in advance:
SMILES | mcGAS MS inh
COc1cccc(CN2CCN(Cc3ccc(-n4cccn4)cc3)CC2=O)c1 | -22.1
Clc1cc2c(cc1CN1CCN(c3nccc(Nc4ccc5ncsc5c4)n3)CC1)OCO2 | -0.8
CC(C)C1CC(CCN2C(=O)CCC2=O)(c2ccccc2)CCO1 (configuration not stated) | 1.3
CC1C/C(=C/c2ccccn2)C(=O)/C(=C/c2ccccn2)C1 (configuration not stated) | 23.3
Cc1ccc(S(=O)(=O)N2CCN(C(=O)c3cc(C)[nH]n3)CC2)c(C)c1 | -12.1
O[C@@H]1CN(c2nnnn2-c2ccccc2)CC[C@H]1c1ccc2c(c1)OCO2 | -13.9
O=C(Cc1ccccc1)NCc1nnc(SCC(=O)N2CCc3ccccc32)n1-c1ccc(Br)cc1 | 1.6
CC(C(=O)N1CCN(C)C2(CCN(C)CC2)C1)n1cnc2ccccc21 (configuration not stated) | -13.0
COc1ccccc1OC1CCN(c2nncc(-c3ccc(Cl)cc3)n2)CC1 | -9.1&-0.8
CN(C)P(=NC(=S)N1CCOCC1)(N(C)C)C12CC3CC(CC(C3)C1)C2 | -1.3
C/C(=C\c1ccco1)CN1CCC(N2CCC(C(=O)NCc3ccccn3)CC2)CC1 | -12.5&-2.2
S=c1scnn1CN(Cc1ccccc1)C1CC1 | -3.7
Fc1cccc2ccc(CN3CCCC(N4CCc5ccccc5C4)C3)nc12 (configuration not stated) | -6.6
Cc1ccc(-c2c(C)sc3nc(CN4CCN(Cc5ccccc5)CC4)[nH]c(=O)c23)cc1 | -4.8
Nc1ncnc2sc3c(c12)CCN(C(=O)CCc1cccs1)C3 | -8.4
O=C(CN1CCN(Cc2nc3ccsc3c(=O)[nH]2)CC1)NC1CC1 | -2.0
CC(C)N1C(=O)COCc2cc(-c3cccc(C#N)c3)ccc21 | -12.4

Main list, from the start:
SMILES | mcGAS MS inh
COc1cccc(CN2CCN(Cc3ccc(-n4cccn4)cc3)CC2=O)c1 | -22.1
Clc1cc2c(cc1CN1CCN(c3nccc(Nc4ccc5ncsc5c4)n3)CC1)OCO2 | -0.8
CC(C)C1CC(CCN2C(=O)CCC2=O)(c2ccccc2)CCO1 (configuration not stated) | 1.3
CC1C/C(=C/c2ccccn2)C(=O)/C(=C/c2ccccn2)C1 (configuration not stated) | 23.3
Cc1ccc(S(=O)(=O)N2CCN(C(=O)c3cc(C)[nH]n3)CC2)c(C)c1 | -12.1
O[C@@H]1CN(c2nnnn2-c2ccccc2)CC[C@H]1c1ccc2c(c1)OCO2 | -13.9
O=C(Cc1ccccc1)NCc1nnc(SCC(=O)N2CCc3ccccc32)n1-c1ccc(Br)cc1 | 1.6
CC(C(=O)N1CCN(C)C2(CCN(C)CC2)C1)n1cnc2ccccc21 (configuration not stated) | -13.0
COc1ccccc1OC1CCN(c2nncc(-c3ccc(Cl)cc3)n2)CC1 | -9.1&-0.8
CN(C)P(=NC(=S)N1CCOCC1)(N(C)C)C12CC3CC(CC(C3)C1)C2 | -1.3
C/C(=C\c1ccco1)CN1CCC(N2CCC(C(=O)NCc3ccccn3)CC2)CC1 | -12.5&-2.2
S=c1scnn1CN(Cc1ccccc1)C1CC1 | -3.7
Fc1cccc2ccc(CN3CCCC(N4CCc5ccccc5C4)C3)nc12 (configuration not stated) | -6.6
Cc1ccc(-c2c(C)sc3nc(CN4CCN(Cc5ccccc5)CC4)[nH]c(=O)c23)cc1 | -4.8
Nc1ncnc2sc3c(c12)CCN(C(=O)CCc1cccs1)C3 | -8.4
O=C(CN1CCN(Cc2nc3ccsc3c(=O)[nH]2)CC1)NC1CC1 | -2.0
CC(C)N1C(=O)COCc2cc(-c3cccc(C#N)c3)ccc21 | -12.4
N=C(N)SCCc1cnc[nH]1 | -16.6
CCCN(CC(=O)Nc1cccc(C)c1C)S(=O)(=O)c1ccc(F)cc1 | 3.6
CCCCc1ncc2c(n1)C[C@@H](Cc1ccccc1)NC2=O | 1.6
CCOc1cc(C(=O)NCC(=O)N2CCCC2)cc(OCC)c1OCC | -4.5
Cc1c(C(C)NC(=O)CN2CCOC2=O)cnn1-c1cccc2ccccc12 (configuration not stated) | -0.5
CCN(CC)P1(=Nc2ccccc2Cl)C(=C2N(C)c3ccccc3C2(C)C)C=NN1C (configuration not stated) | -38.9
COCC(=O)NC(C)c1cnn(-c2cccc3ccccc23)c1C (configuration not stated) | -4.3
Cc1ccc(NS(=O)(=O)c2cccc(-n3cnnn3)c2)cc1C(F)(F)F | -1.6
The listing continues:
SMILES | mcGAS MS inh
CC(C)(Oc1ccc(Cl)cc1)C(=O)Nn1cnc2c(cnn2-c2ccccc2)c1=O | -2.9
O=C(NCCn1cccc1)C1CC2CCC1O2 (configuration not stated) | -8.7
Cc1occc1C(=O)N1CCC(N2CCCC(C(=O)N3CCCC3)C2)CC1 (configuration not stated) | -7.9
CC/C=C(\C)c1c(-c2ccccc2)ncn1Cc1nc(COC)no1 | -7.4
CCOc1ccccc1N1CCN(Cc2nc(Cc3ccc(OC)c(OC)c3)no2)CC1 | -5.7
O=C(NCc1ccccc1Cn1cccn1)C1CCN(c2ccccc2)C1=O (configuration not stated) | -8.1
CC1CC2C3CCC4=CC(=O)C=C[C@]4(C)[C@@]3(F)[C@@H](O)C[C@]2(C)[C@@]1(O)C(=O)CO (some centres not stated) | -7.9
N#Cc1cccc(C(=O)N2CCC(C(=O)Nc3ccc4c(c3)OCO4)CC2)c1 | -10.1
CC(=O)NC(Cc1ccccc1F)C(=O)N1CCOC(COCc2cccc(C(F)(F)F)c2)C1 (configuration not stated) | -3.5
CN(Cc1nc(-c2ccccc2)no1)C(=O)c1ccc(CO)o1 | -18.5
CCCN(CCCC#N)C1CCc2ccccc2C1 (configuration not stated) | -2.0
C=COCC(F)(F)F | 8.4
N#CC1C(=N)C(C#N)(C#N)C(c2ccc(I)cc2)C=C1C1CC1 (configuration not stated) | 4.6
Cc1noc(NC(=O)C2CC(c3ccccc3)C2)n1 (configuration not stated) | -12.0&6.3
CC(Sc1cccs1)C(=O)Nc1ncccn1 (configuration not stated) | 5.2
Cc1nnc2n1CCN(C(=O)c1cc(Cl)c(Br)[nH]1)C2 | -0.8
CCOCC(=O)Nc1ccc2c(c1)C(=O)N(C)c1cc(C)ccc1O2 | -9.4
CC(C)(C)C1COC(c2cccc(C3=NC(C(C)(C)C)CO3)n2)=N1 (configuration not stated) | -3.8
CC(C)c1cc(CN(C)C(=O)c2cnn3ccn(C)c23)on1 | 5.2
COc1ccc(-c2cn3c(CCC(=O)N4CCC(C(N)=O)CC4)csc3n2)cc1 | -2.9
Cc1cc(=O)n(C(C)C(=O)NCc2ccccc2)c2c1c(C)nn2-c1ccccc1 (configuration not stated) | 1.2
CCc1nc(CN(C)C(=O)Nc2cc3c(cc2Br)OCCO3)cs1 | -13.7
COC(=O)[C@H](C(C)C)N(C)C(=O)c1cccc2[nH]c(-c3ccc(O)cc3)nc12 | 3.2
CC(=O)O[C@]1(C(C)=O)CCC2C3C=C(Cl)C4=CC(=O)CC[C@]4(C)C3CC[C@@]21C (some centres not stated) | -12.5
COc1ccc(-n2nnc3c(=O)n(CC(=O)N4CCCCCC4)cnc32)cc1OC | -7.0
(more compounds)
SMILES | mcGAS MS inh
CNC(=O)[C@@H]1C[C@@H](N)CN1Cc1cccc(Oc2ccc(Cl)cc2)c1 | -23.4
CC1CC(C)CN(S(=O)(=O)c2ccc(C(=O)Nc3nc(C#N)c(C#N)[nH]3)cc2)C1 (configuration not stated) | -6.0
Cc1c2c(nc3cc4c(cc13)OCO4)-c1ccccc1OC2 | -12.1
Cc1nnc(SCc2ccc(F)cc2Cl)s1 | 1.4
Cc1ccc(-c2nc(C(=O)Nc3ccccc3C(=O)N(C)C)cs2)o1 | -2.0
O=C1c2ccccc2C(=O)N1CNc1ccc(O)cc1 | 8.6
Cc1ccc(C(=O)N(CCO)Cc2ccccc2C)c(F)c1 | -15.0
O=C(c1cn(-c2ccccc2)nn1)N1CCCCC1CCn1cccn1 (configuration not stated) | -8.9
Cc1cccc2nc(CN3CCCC3c3cccs3)cc(=O)n12 (configuration not stated) | -8.0
CSc1ncccc1C(=O)OCc1cc(-c2ccc3c(c2)OCCO3)on1 | -4.2
COCCNCC(=O)N(Cc1ccc(F)cc1)Cc1cccs1 | -3.5
CNS(=O)(=O)Cc1ccc(C#N)cc1 | -3.9
O=C1Nc2c(I)cccc2C1=O | -0.2
Cn1nccc1CNC(=O)C1CC1c1cc(Cl)cc(Cl)c1 (configuration not stated) | -4.8
CC(C)c1cc(C(=O)N(C)Cc2ccccc2-n2cccn2)no1 | -14.7
COCCN(Cc1cnn(C)c1)C(=O)C1CC2(CCNCC2)CN1 (configuration not stated) | 4.7
Cc1cc(=O)[nH]c(Nc2nc3ccccc3o2)n1 | -10.9
CC(C)C1C(=O)NCCN1C(=O)c1cc(=O)c2ccccc2[nH]1 (configuration not stated) | -0.4
COc1cccc(CC2(CO)CCN(S(=O)(=O)N(C)C)CC2)c1 | -3.6&0.4
COc1ccc(OC)c(C2CC(c3ccco3)=NN2S(C)(=O)=O)c1 (configuration not stated) | -1.5
COc1ccccc1C(C)N(C)Cc1csc(-c2c(C)c(C)nn(C)c2=O)n1 (configuration not stated) | 0.6
CCN(CC)C(=O)Cn1cc(C(=O)N(Cc2ccccc2)Cc2scnc2C)nn1 | -14.1
Cc1nc2ccccn2c(=O)c1NC(=O)COc1ccccc1 | -21.1
O=C(Cc1ccc(S(=O)(=O)N2CCCC2)s1)NCCC(=O)N1CCCC1 | -13.3
O=C1C[C@H]2CC[C@@H](CN1)N2C(=O)CCn1nnc(-c2ccccc2)n1 | -3.2
Carrying on.
SMILES | mcGAS MS inh
CC(Nc1cccc(CO)c1)c1nc(Cc2ccc(F)cc2)no1 (configuration not stated) | -49.8
O=C(CS(=O)(=O)c1ccc(O)cc1)Nc1c(Cl)cccc1C(F)(F)F | -2.4
Cc1occc1C(=O)N1CCCC1C(=O)Nc1ccccc1Oc1cccnc1 (configuration not stated) | -4.4
CC(Sc1nc(N)nc2nc[nH]c12)C(=O)NCCn1cccc1 (configuration not stated) | -5.6
Cc1ccc(C)c(C2C3C(=O)CC(C)(C)CC3=Nc3nc(-c4cccnc4)nn32)c1 (configuration not stated) | 12.9&18.4
Cc1cccnc1NC(=O)C(C)(C)n1nc(-c2ccccc2)ccc1=O | -7.2
COc1ccc(-c2nc(CN3CCCCC3c3nccs3)c(C)o2)c(OC)c1 (configuration not stated) | -5.9
CCC(=O)c1c(O)cc(O)cc1O | 10.1
Cc1noc(C)c1C(=O)NCC[C@@H]1C[C@@H]2C=C[C@H]1C2 | -7.0
Cc1cc(N2CCCCC2)nc(NCCNC(=O)Nc2ccc(F)cc2F)n1 | 1.2
COc1ccc(-c2ccc(CCC(=O)O)[nH]2)cc1 | -10.5
COC(=O)C1CC2(CCN(Cc3ccc(C(N)=O)cc3)CC2)c2ccccc21 (configuration not stated) | -1.4
CN(CC(=O)N1CCNC1=O)Cc1ccc(Br)s1 | -9.1
O=C(Cc1csc(-c2ccccc2)n1)NCc1cccnc1-n1ccnc1 | -3.4
COc1cccc(NC(=O)Nc2cnn(CC(O)CN(C)OC)c2)c1 (configuration not stated) | -5.3
Ic1ccc(Nc2nc(NC3CCCCC3)nc(N3CCOCC3)n2)cc1 | -7.2
O=S(=O)(c1cccc(-c2nn(CN3CCc4ccccc4C3)c(=S)o2)c1)N1CCCCC1 | -13.3
CC(C)(C)c1ccc(-c2cc(=O)c3cc(NC(=O)c4ccco4)ccc3o2)cc1 | -6.2
CC1Oc2ccccc2OC1C(=O)NCCOc1ccc2ccccc2c1 (configuration not stated) | 4.3
Cc1ccc(Oc2ccccc2NC(=O)C2CCC(=O)N2)cc1 (configuration not stated) | -10.6
CCOc1ccc(Br)cc1S(=O)(=O)NC1=NCCCCC1 | -6.4
C=CCN(Cc1cccs1)C(=O)C(C)N1CCc2cncnc2C1 (configuration not stated) | -11.7
O=C(CSc1ccc(Cl)cc1)NNC(=O)CC1Sc2ccccc2NC1=O (configuration not stated) | -5.7
COc1cc(Cl)c(S(=O)(=O)n2ccnc2C(C)C)cc1Cl | -6.5
Cc1cc2oc(=O)c(C)c(C)c2c2c1CC(C)O2 (configuration not stated) | -3.9
(list continues)
SMILES | mcGAS MS inh
O=C(O)CCC(=O)Nc1ccc(N=Cc2ccc([N+](=O)[O-])cc2)cc1 | -2.7
Cn1c(=O)n(Cc2ccc(C(N)=O)cc2)c2ccccc21 | -8.8
Cc1cnc(CN(C)C(=O)[C@@]23CNC[C@@H]2CN(Cc2ccccc2)C3)[nH]1 | -10.9
CN(Cc1ccc(N2CCOCC2)cc1)C(=O)c1ccc[nH]c1=O | -8.4
C[C@@H]1CN(C(=O)Cn2c(-c3ccco3)nc(-c3ccccc3)c2-c2ccccc2)C[C@H](C)O1 | -12.3
CN1CC2(CCN(C(=O)c3cccnc3N(C)C3CCCCC3)C2)OC1=O (configuration not stated) | 5.4
Cc1c(C)n2c3c(=O)n(C)c(=O)n(C)c3nc2n1-c1ccccc1Cl | -2.3
O=C(c1ccccc1F)N1CCN(CCCn2cncn2)CC1 | 0.6
COc1ccc(C(=O)NCCc2nc(C)c(C)s2)cc1OC1CCN(C(C)=O)CC1 | -0.8
CN(C)c1ncnc2c1cc(C(=O)O)n2C | -6.2
C=CCNc1nc2c(s1)CCCC2 | 11.0
CCOc1ccc(Cc2nnc(NC3CCCCC3)[nH]c2=O)cc1 | -4.7
[O-][N+]1=C2CCC/C(=N/O)C2(O)C2CCCCC21N1CCOCC1 (configuration not stated) | -25.8
CC(=O)OCC1=C(C(=O)O)N2C(=O)[C@@H](NC(=O)Cc3cccs3)[C@H]2SC1 | 1.3&23.4
COC(=O)c1cn(CN(Cc2cccc(C)c2)C2CC2)nn1 | -12.6
COCCNC(=O)c1ccc(OC2CCN(Cc3cnc(SC)nc3)CC2)c(Cl)c1 | -7.0
CN(Cc1ccccc1)Cc1nc2c(c(=O)n(C)c(=O)n2C)n1Cc1ccc(Cl)c(Cl)c1 | 0.8
COc1ccc(CCNC(=O)c2cc(=O)c(OCc3ccccc3)cn2C)cc1OC | -4.9
O=C(Nc1cccc(-c2cc3ccccc3[nH]2)c1)C1CCCN(CCCn2cccn2)C1 (configuration not stated) | -1.1
O=C(CCc1cccs1)Nc1ccccc1N1CCCC1 | -3.5
CCN(CC)S(=O)(=O)N1CCn2nc(C(=O)N3CCCC3)cc2C1 | -9.3
CSc1nnc(SCC(=O)NCc2ccc(N(C)C)cc2)s1 | -6.4
O=c1oc2cc(O)ccc2s1 | 5.3
